# mIAP act – increases mouse intestinal alkaline phosphatase activity; activation factor at 10 µM; 330,000 tested, 0.24% active; muIAP, CDP-Star luminescence, 30 min; stronger effect = higher value; 1 = vehicle-only enzyme signal, 0 = enzyme-free wells;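 active means activation factor of at least 2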; further: the source names both 10 and 20 µM as test concentration; values of inactives mirror those of a sister screen read the other way
#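 Assay system: mouse IAP enzyme; reagent: chemiluminescent substrate CDP-Star; dosing: test compounds delivered from DMSO solution; schedule: 30 min at room temperature; measured by: luminescence from enzymatic CDP-Star hydrolysis; controls: DMSO-only wells and no-enzyme negative control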
# hIAP block – blocks human intestinal alkaline phosphatase; AID 2544; purified IAP, CDP-Star luminescence, 30 min; P09923; inhibition, % at 10 µM; 330,000 tested, 0.12% active;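 active means inhibition reaching a set limit with compound at 10 µM in the primary screen, cut at about 35% in these data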;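 further: plate controls were DMSO wells with enzyme for no effect and no-enzyme buffer wells for full effect; values of inactives mirror those of a sister screen read the other way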
# mIAP inh – blocks mouse intestinal alkaline phosphatase; purified mouse IAP, CDP-Star luminescence, 30 min; inhibition, % at 10 µM; 330,000 tested, 0.2% active; AID 2806;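 active means inhibition of at least 40% at 10 µM in the primary screen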;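 further: plate controls were DMSO with enzyme for no effect and no enzyme wells for full effect; values of inactives mirror those of a sister screen read the other way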
# A3A deaminase – blocks human APOBEC3A ssDNA deamination. P31941. recombinant A3A, FAM/TAMRA ssDNA deamination fluorescence. inhibition, % at 20 µM. 330,000 tested, 0.41% active;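 active means at least 40% inhibition at 20 µM here, with at most 30% in a related deaminase screen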;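 further: plate controls were A3A with DMSO for no effect and wells lacking A3A enzyme for full effect; some results filed as inactive read as strong as hits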
# Target sequence (P31941 whole entry, looked up): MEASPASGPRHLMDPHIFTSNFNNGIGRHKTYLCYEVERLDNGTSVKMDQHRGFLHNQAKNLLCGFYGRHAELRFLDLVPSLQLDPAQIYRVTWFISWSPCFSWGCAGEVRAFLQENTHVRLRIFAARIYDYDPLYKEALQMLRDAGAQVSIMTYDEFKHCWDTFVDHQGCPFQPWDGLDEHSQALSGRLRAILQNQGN
# hIAP activ – human IAP activation; AID 2524; 330,000 tested, 0.16% active; purified human IAP, CDP-Star luminescence, 30 min; stronger effect = higher value; 1 = vehicle-only enzyme, 0 = enzyme-free background; P09923; activation factor at 10 µM;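 active means activation factor of the enzyme at least 2-fold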; further: the source names both 10 and 20 µM as test concentration; values of inactives mirror those of a sister screen read the other way
# PfG6PD inh – PfG6PD (Plasmodium falciparum) enzyme inhibition. AID 504690. PfGluPho enzyme, NADPH resazurin-diaphorase fluorescence. 350,000 tested, 0.78% active. inhibition, % at 20 µM;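 active means inhibition reaching at least a set limit at 20 µM in the primary screen, cut at about 59% in these data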;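 further: 0% = DMSO wells with substrate and 100% = DMSO wells lacking glucose-6-phosphate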
# HKDC1 inh – inhibitors of human hexokinase HKDC1; Q2TB90; recombinant HKDC1, G6PDH/diaphorase resazurin coupled fluorescence; inhibition, % at 20 µM; 340,000 tested, 0.16% active;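 active means inhibition above about 35% when tested at 20 µM, limit read from the data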;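 further: plate controls were DMSO wells with enzyme for no effect and DMSO wells lacking enzyme for full effect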
# Target sequence (Q2TB90 whole entry, looked up): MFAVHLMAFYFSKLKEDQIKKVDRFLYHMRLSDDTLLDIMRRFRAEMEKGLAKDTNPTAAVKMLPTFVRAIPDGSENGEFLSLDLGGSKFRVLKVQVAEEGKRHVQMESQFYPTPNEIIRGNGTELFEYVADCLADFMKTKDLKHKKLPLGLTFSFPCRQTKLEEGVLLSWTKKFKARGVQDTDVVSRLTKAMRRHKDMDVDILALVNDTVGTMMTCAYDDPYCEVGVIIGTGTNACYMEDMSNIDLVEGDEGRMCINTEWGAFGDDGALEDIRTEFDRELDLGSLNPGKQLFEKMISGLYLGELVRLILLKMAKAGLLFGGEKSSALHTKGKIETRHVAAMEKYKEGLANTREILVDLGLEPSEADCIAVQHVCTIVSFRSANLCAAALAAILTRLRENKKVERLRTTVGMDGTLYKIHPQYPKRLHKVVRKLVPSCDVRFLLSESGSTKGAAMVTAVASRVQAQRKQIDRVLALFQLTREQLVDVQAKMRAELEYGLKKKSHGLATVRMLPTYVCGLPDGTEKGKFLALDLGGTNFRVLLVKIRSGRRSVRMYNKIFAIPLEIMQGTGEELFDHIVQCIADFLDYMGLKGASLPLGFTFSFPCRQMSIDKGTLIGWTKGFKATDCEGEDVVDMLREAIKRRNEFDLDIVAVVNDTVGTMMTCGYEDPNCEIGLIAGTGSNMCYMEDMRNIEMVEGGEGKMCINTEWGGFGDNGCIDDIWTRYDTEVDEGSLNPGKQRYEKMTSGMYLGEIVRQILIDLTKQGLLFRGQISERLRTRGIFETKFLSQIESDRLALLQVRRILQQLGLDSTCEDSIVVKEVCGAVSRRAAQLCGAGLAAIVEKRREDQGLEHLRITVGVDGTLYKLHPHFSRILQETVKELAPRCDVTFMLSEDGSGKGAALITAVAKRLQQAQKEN
#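 Assay system – recombinant HKDC1 (HK5) hexokinase enzyme, produced in-house · Input – HKDC1 at 5 µg/mL · Reagent – glucose plus 1 mM ATP as hexokinase substrates · Timing – 90 min reaction incubation at room temperature, dark · Measured by – G6PDH/diaphorase-coupled fluorescence, 1 mM NADP, 100 µM resazurin, 525/613 nm · Benchmarks – DMSO-enzyme wells negative, buffer-substituted wells positive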
# ATG4B inh – ATG4B (human) cysteine protease inhibition; inhibition, % at 8.33 µM; ATG4B cleavage of LC3-PLA2, NBD-HPC fluorescence, 1 h; 340,000 tested, 0.51% active; in the data active means inhibition above about 40%
# * = called active by the depositor; . = no result given. Rows are unselected; 2.4% or so of the library scored in one or more.
structure	HKDC1 inh	mIAP inh	PfG6PD inh	ATG4B inh	A3A deaminase	hIAP block	hIAP activ	mIAP act
Cc1ccc(NC(=O)NC2CCCN2S(=O)(=O)c2ccc(Cl)cc2)cc1 (stereo not given)	-2	-30	-3	0	-5	-23	1.2	1.3
O=C(NC(=S)Nc1cc([N+](=O)[O-])ccc1O)c1cccnc1	2	28	5	-1	-2	-3	1	0.72
Cc1cc(OCC(=O)N2CCC(C(N)=O)CC2)c2c(C)cc(=O)oc2c1	-4	-3	2	-19	-4	0	1	1
CC(=N/O)/C(=N\O)c1ccc(C)o1	3	-6	9	3	-1	6	0.94	1.1
O=C(COC(=O)c1cccc(Cl)c1Cl)NCc1cccs1	1	2	2	-12	-2	6	0.94	0.98
CCN(CC)CCNC(=O)CS(=O)Cc1nc(-c2ccc(C)cc2)oc1C (stereo not given)	3	-6	3	-2	-2	4	0.96	1.1
O=C(Nc1cccc(F)c1)Nc1ccc(Cl)cn1	5	-26	-6	-2	-4	-6	1.1	1.3
Cc1cccc(-c2n[nH]c(S(C)(=O)=O)c2C#N)c1	0	2	-1	2	-3	7	0.93	0.98
Cc1ccc(SC[C@H](CC(C)C)N2CCN(C)CCC2=O)cc1	-3	-10	7	-5	-1	2	0.98	1.1
COc1ccc(NC(=O)CSc2nnc(NC(C)=O)s2)c([N+](=O)[O-])c1	-3	11	-14	12	6	-12	1.1	0.89
NNC(=O)CNC(=O)CNS(=O)(=O)c1ccccc1	7	-8	-25	5	0	-14	1.1	1.1
CC1(C)NC(=O)N(CCCCSc2ccc(Cl)cc2)C1=O	-1	-11	-8	1	-2	0	1	1.1
Cc1ccc(NC(=O)CSC2=Nc3ccccc3C3CC=NN23)c(C)c1 (stereo not given)	-7	-9	1	-1	-3	-8	1.1	1.1
CCOC(=O)CSc1nnc(CSc2nc(N)c3c(C)c(C)sc3n2)n1-c1ccccc1	23	7	18	-1	-1	2	0.98	0.93
COc1ccc2[nH]c(O)c(N=NC(=N)N)c2c1	9	2	1	-9	1	-18	1.2	0.98
Cc1nn(-c2ccccc2)c(N)c1-c1ccccc1	-1	13	8	1	2	1	0.99	0.87
Cc1cc(Br)c(NC(=O)Cn2c([N+](=O)[O-])cnc2C)cc1C	-4	5	0	-3	0	14	0.86	0.95
O=S(=O)(NCc1ccc(F)cc1)c1ccc(Br)cc1Br	4	-4	10	-4	2	-6	1.1	1
Cc1noc(C)c1S(=O)(=O)Nc1ccccc1Cl	-3	8	-14	-8	-2	3	0.97	0.92
CCOC(=O)C1CCN(c2ncnc3c2oc2ccccc23)CC1	-1	2	-8	-12	-2	5	0.95	0.98
CC(C)n1c(O)c(N=Nc2ccc(Cl)c(C(=O)O)c2)c2ccccc21	24	7	-11	1	-2	12	0.89	0.93
CCc1ccc(CNC(=O)CCCn2nc(C)n3ccnc3c2=O)cc1	4	5	-16	-5	3	2	0.98	0.95
O=C(Nc1cccc(C(F)(F)F)c1)C(Sc1n[nH]c(=O)[nH]c1=O)c1ccccc1 (stereo not given)	6	-2	1	-6	6	-2	1	1
Cc1cccc(Nc2ncnc3onc(-c4cccc(Cl)c4)c23)c1	-1	10	3	-7	-5	12	0.89	0.9
CN(c1ccccc1)c1ccc(/C=c2\s/c(=C(/C#N)C(=O)C(C)(C)C)n(Cc3ccco3)c2=O)cc1	.	37	.	.	-15	18	0.82	0.63
CCCNS(=O)(=O)c1ccc(OCC(=O)NCCCOC)cc1	-4	-4	9	4	2	-20	1.2	1
CCc1noc(C)c1C(=O)Nc1nc2c(F)cc(F)cc2s1	-3	2	4	-4	0	-14	1.1	0.98
FC(F)(F)Oc1ccc(Nc2nc3ccccc3o2)cc1	-2	-4	41	5	2	-12	1.1	1
CCn1ncc(NC(=S)Nc2ccc(OC)c(OC)c2)c1C(N)=O	10	6	18	-2	-3	2	0.98	0.94
COC(=O)c1ccc2c(CCO)c[nH]c2c1	-5	0	-14	1	-5	7	0.93	1
CCOc1ccc(CN2CCN(C3CCSCC3)CC2CCO)cc1 (stereo not given)	-13	3	-15	-1	-6	-2	1	0.97
O=C(O)CCN1C(=O)/C(=C/c2ccc(-c3nc4ccccc4s3)o2)SC1=S	-3	37	5	7	17	16	0.84	0.63
CC(=O)Nc1ccc(S(=O)(=O)CCC(=O)O)cc1	-9	0	-13	1	0	7	0.93	1
O=C(O)C1CCCCC1C(=O)Nc1cccc2ccccc12 (stereo not given)	-1	-1	20	0	0	-19	1.2	1
C=CCn1c(SCC(=O)N2CC(C)OC(C)C2)nnc1-c1ccncc1 (stereo not given)	-3	-4	-8	4	12	-6	1.1	1
Cc1cc(Cl)c(S(=O)(=O)NCc2cccnc2)cc1OCC(N)=O	-7	5	-13	3	3	-3	1	0.95
CCOc1cc2[nH]c(=S)n(CCCCC(=O)NCc3ccco3)c(=O)c2cc1OCC	-5	5	-11	-5	0	8	0.92	0.95
COc1cccc(OC)c1C(=O)Nc1ccc2c(c1)Cc1ccccc1-2	16	1	-2	-5	2	5	0.95	0.99
CCOC(=O)CSc1nc(NCc2ccco2)c2ccccc2n1	-2	9	10	10	2	15	0.85	0.91
COCC(=O)N(C)c1nnc(-c2cnc(C)cn2)s1	-6	2	-6	-3	1	5	0.95	0.98

# Rewritten with two lines to a compound: 11 of the compounds above.
# The line under a structure holds: HKDC1 inh	mIAP inh	PfG6PD inh	ATG4B inh	A3A deaminase	hIAP block	hIAP activ	mIAP act
> COC(=O)c1ccc2c(CCO)c[nH]c2c1
  -5	0	-14	1	-5	7	0.93	1
> CCOc1ccc(CN2CCN(C3CCSCC3)CC2CCO)cc1 (stereo not given)
  -13	3	-15	-1	-6	-2	1	0.97
> O=C(O)CCN1C(=O)/C(=C/c2ccc(-c3nc4ccccc4s3)o2)SC1=S
  -3	37	5	7	17	16	0.84	0.63
> CC(=O)Nc1ccc(S(=O)(=O)CCC(=O)O)cc1
  -9	0	-13	1	0	7	0.93	1
> O=C(O)C1CCCCC1C(=O)Nc1cccc2ccccc12 (stereo not given)
  -1	-1	20	0	0	-19	1.2	1
> C=CCn1c(SCC(=O)N2CC(C)OC(C)C2)nnc1-c1ccncc1 (stereo not given)
  -3	-4	-8	4	12	-6	1.1	1
> Cc1cc(Cl)c(S(=O)(=O)NCc2cccnc2)cc1OCC(N)=O
  -7	5	-13	3	3	-3	1	0.95
> CCOc1cc2[nH]c(=S)n(CCCCC(=O)NCc3ccco3)c(=O)c2cc1OCC
  -5	5	-11	-5	0	8	0.92	0.95
> COc1cccc(OC)c1C(=O)Nc1ccc2c(c1)Cc1ccccc1-2
  16	1	-2	-5	2	5	0.95	0.99
> CCOC(=O)CSc1nc(NCc2ccco2)c2ccccc2n1
  -2	9	10	10	2	15	0.85	0.91
> COCC(=O)N(C)c1nnc(-c2cnc(C)cn2)s1
  -6	2	-6	-3	1	5	0.95	0.98

# Other records
structure	HKDC1 inh	mIAP inh	PfG6PD inh	ATG4B inh	A3A deaminase	hIAP block	hIAP activ	mIAP act
COc1ccc(OC)c(/C=C2\N=C(c3ccccc3)OC2=O)c1	-1	14	-6	-5	-1	16	0.84	0.86
Cc1ccc(OCCOCCN2CCN(C)CC2)c([N+](=O)[O-])c1	-5	0	-10	-2	1	-8	1.1	1
CC(C)Nc1nnc(SCC(=O)Nc2sccc2C#N)s1	-1	14	6	-10	-2	-9	1.1	0.85
CCCCC(C(=O)NC(C)(C)C)N(Cc1ccccc1Cl)C(=O)c1snc(C(N)=O)c1N (stereo not given)	-1	-6	12	10	1	4	0.96	1.1
CCCCOc1ccc(/C=C/C(=O)OCC(=O)c2c(N)n(C)c(=O)n(C)c2=O)cc1OCC	11	5	-3	-9	0	-9	1.1	0.95
CN(C)c1ccnc2sc(C(=O)NCc3ccccc3)c(N)c12	0	-5	5	10	-6	-5	1.1	1.1
NS(=O)(=O)c1cc(C(=O)OCC(=O)N2CCc3ccccc3C2)ccc1Cl	-5	-12	-15	0	-3	-29	1.3	1.1
COc1ccc(NC(=O)COc2ccc(-n3cnnn3)cc2)cc1OC	-4	1	4	-10	-1	-12	1.1	0.99
CCN(CC)S(=O)(=O)c1cc(C(=O)Nc2ccccn2)ccc1C	-12	0	-2	-5	-5	-8	1.1	1
COc1ccc(C(C)=O)cc1COC(=O)c1ccc(OCc2c(C)noc2C)cc1	9	5	-4	2	1	-12	1.1	0.95
Cn1ncc2c(O/N=C(\N)c3ccc(C(F)(F)F)cc3)ncnc21	4	6	6	-4	4	0	1	0.94
Cn1nc(OCC(=O)O)cc1C(F)(F)F	-7	9	9	1	1	12	0.88	0.91
Nc1[nH]n(-c2ccccc2)c(=O)c1N=Nc1ccc2ncsc2c1	-5	11	67*	-9	-11	-5	1	0.89
COc1ccc(CCNC(=O)c2cc(=O)c3cc(C)ccc3o2)cc1	5	6	-7	0	1	20	0.8	0.94
Clc1ccc2c(NCc3cccs3)ncnc2c1	-4	-4	-2	11	-2	9	0.91	1
O=[N+]([O-])c1ccc(S(=O)(=O)NCC(c2cccnc2)N2CCc3ccccc3C2)cc1 (stereo not given)	-7	8	11	-2	-2	8	0.92	0.93
COc1cc(C(=O)Nc2nc3ccc(S(=O)(=O)N4CCOCC4)cc3s2)cc(OC)c1OC	-10	6	-22	-3	1	16	0.84	0.94
CN(CCNC(=O)c1ccc(CS(=O)(=O)c2c(Cl)cccc2Cl)o1)CCc1ccccc1	-2	12	0	0	-5	-4	1	0.88
COc1ccc(N2CCN(C(=O)C(Cc3ccccc3)n3cccc3)CC2)cc1 (stereo not given)	3	0	12	-17	2	-2	1	1
COc1cc(NC(=O)c2sc(C)nc2C)c(OC)cc1NC(=O)c1ccccc1	4	3	10	3	-2	-2	1	0.97
COc1ccc(C)cc1S(=O)(=O)N1CCC2(CC1)OCCN2S(=O)(=O)c1ccccc1	-3	4	8	7	2	4	0.96	0.96
COc1ccccc1OCc1nc(C#N)c(NCCCn2ccnc2)o1	4	7	6	-6	4	-10	1.1	0.93
CN(C)NC(=O)c1ccc([N+](=O)[O-])s1	-4	0	-13	1	-2	6	0.94	0.99
CCOc1ccc(S(=O)(=O)N2CCC(C(=O)N3CCCCCC3)CC2)cc1C	3	-7	-13	30	-2	-36	1.4	1.1

# 2 consecutive records out of the list so far, quoted:
structure	HKDC1 inh	mIAP inh	PfG6PD inh	ATG4B inh	A3A deaminase	hIAP block	hIAP activ	mIAP act
COc1cc(C(=O)Nc2nc3ccc(S(=O)(=O)N4CCOCC4)cc3s2)cc(OC)c1OC	-10	6	-22	-3	1	16	0.84	0.94
CN(CCNC(=O)c1ccc(CS(=O)(=O)c2c(Cl)cccc2Cl)o1)CCc1ccccc1	-2	12	0	0	-5	-4	1	0.88

# Next part.
structure	HKDC1 inh	mIAP inh	PfG6PD inh	ATG4B inh	A3A deaminase	hIAP block	hIAP activ	mIAP act
N#Cc1c(-c2ccccc2)cc2nc3ccccc3n2c1N	5	-6	16	-8	-4	2	0.98	1.1
CN(C)CCCNc1oc(-c2ccccc2)nc1C#N	-14	6	-24	-1	-2	0	1	0.94
Cc1ccsc1/C=N/Nc1nc(=O)[nH]nc1C	-9	10	-15	6	-1	-37	1.4	0.9
Cn1c(=O)c([N+](=O)[O-])c(NCc2ccccc2Cl)c2ccccc21	1	-4	-9	-11	-3	16	0.84	1
Cc1cccc(OCCC(=O)Nc2cc(S(=O)(=O)N3CCCCC3)ccc2N2CCOCC2)c1	-4	-9	10	-11	-3	8	0.92	1.1
O=[N+]([O-])c1ccc(Sc2ncccn2)c([N+](=O)[O-])c1	5	6	6	5	-5	17	0.83	0.94
